Screening data as filed in PubChem BioAssay.
TRHR ag: activates the human TRH receptor. P34981. TRHR cells, calcium flux fluo-8, FDSS agonist mode. activation, % at 2 µM. 360,000 compounds, 0.18% hits; in the data active means activation above about 30%; further: 0% is about no effect
Target sequence (P34981 whole entry, looked up): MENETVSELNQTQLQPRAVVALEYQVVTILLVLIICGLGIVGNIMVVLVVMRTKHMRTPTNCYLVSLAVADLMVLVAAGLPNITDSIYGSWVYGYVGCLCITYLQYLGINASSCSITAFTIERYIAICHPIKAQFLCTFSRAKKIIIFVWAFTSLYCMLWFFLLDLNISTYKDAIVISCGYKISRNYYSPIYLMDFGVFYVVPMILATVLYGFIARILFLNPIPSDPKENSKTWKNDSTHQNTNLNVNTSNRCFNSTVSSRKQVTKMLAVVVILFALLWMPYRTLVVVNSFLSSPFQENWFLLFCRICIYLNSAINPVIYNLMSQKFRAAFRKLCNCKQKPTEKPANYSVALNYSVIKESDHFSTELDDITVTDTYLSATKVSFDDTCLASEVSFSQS
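Fluo-8-loaded TRHR cells; 10 s baseline, compound added, kinetic Ca2+ fluorescence read 1/s, agonist mode.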
D2 antagonist: antagonists of human D2 dopamine receptor | P14416 | HEK293 TREx D2 cells, calcium flux, dopamine EC80 | AID 485344 | inhibition, % at 10 µM | 340,000 compounds, 2% hits; in the data active means inhibition above about 30%; further: 0% is about no effect
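Calcium mobilization kinetics were recorded at 1 s intervals in tetracycline-induced HEK293 T-REx D2 cells, first for 180 s after compound addition and then 180 s after EC80 dopamine.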
Pin1 inhibitor: human Pin1 inhibition; Pin1 FP peptide displacement, HiFluor488, 10 min; 390,000 compounds, 0.009% hits; Potency, µM (top dose mostly 115 µM), inactives show top-dose activity, negative = inhibition, actives largely listed as inhibitors; Q13526; active means well fitted inhibition curve with a large enough effect in the polarisation, with a control signal flat, not every such curve was filed as active; inconclusive means small, poorly fitted or top-dose-only effect, or effect the other way, or a change in a side signal; inactive means no such curve, though single readings can be large or run the other way; the % refers to the polarisation; further: potency means the concentration at half of the fitted maximal effect; on the % scale 0 is the no-effect control and ±100 the full control effect
Target sequence (Q13526 whole entry, looked up): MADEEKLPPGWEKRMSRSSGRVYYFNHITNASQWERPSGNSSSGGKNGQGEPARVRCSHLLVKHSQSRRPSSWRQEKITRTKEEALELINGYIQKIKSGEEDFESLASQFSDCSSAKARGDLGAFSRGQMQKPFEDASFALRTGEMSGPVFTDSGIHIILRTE
D2 ag: activates the human D2 dopamine receptor; HEK293 T-REx D2 cells, calcium flux agonist mode; activation, % at 2 µM; 340,000 compounds, 0.53% hits; AID 485358;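 active means activation over 3 SD above normal in the single-dose calcium agonist read, cut at about 30% in these data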; further: 0% is about no effect
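Tetracycline-induced HEK293 Trex cells with D2 receptor force-coupled to calcium signaling, plated overnight at 30 C and loaded with no-wash calcium dye. Calcium flux read kinetically for 180 s after compound addition; responses flag agonists.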
IDH1 R132H inh: human IDH1 R132H inhibition; 390,000 compounds, 0.093% hits; Potency, µM (doses to about 76.6 µM), for the others: top-dose activity change, negative = inhibition, actives largely listed as inhibitors; IDH1-R132H enzyme, NADPH consumption, diaphorase/resazurin fluorescence; O75874; further: potency means the concentration at half of the fitted maximal effect; on the % scale 0 is the no-effect control and ±100 the full control effect; nearly all actives have a fitted effect of over 65% in size
Target sequence (O75874 whole entry R132H, stated change not applied): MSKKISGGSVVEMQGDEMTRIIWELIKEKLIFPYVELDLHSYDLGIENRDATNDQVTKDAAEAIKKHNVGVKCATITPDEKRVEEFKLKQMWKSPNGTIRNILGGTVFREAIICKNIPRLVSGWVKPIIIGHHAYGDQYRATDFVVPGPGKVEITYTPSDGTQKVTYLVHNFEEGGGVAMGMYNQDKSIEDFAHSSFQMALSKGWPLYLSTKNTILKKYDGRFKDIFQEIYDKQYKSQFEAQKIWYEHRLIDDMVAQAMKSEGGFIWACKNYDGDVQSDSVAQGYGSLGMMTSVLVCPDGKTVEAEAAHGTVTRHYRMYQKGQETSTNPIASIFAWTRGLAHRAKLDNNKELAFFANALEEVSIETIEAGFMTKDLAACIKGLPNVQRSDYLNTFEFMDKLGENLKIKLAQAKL
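IDH1-R132H (0.5 ug/mL) preincubated 30 min with compound, then NADPH (0.016 mM) and alpha-KG (2 mM) added; 80 min at RT, pH 7.5. Remaining NADPH coupled via diaphorase/resazurin to fluorescence (540/590 nm); concentration-response curves normalized to no-enzyme control.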
TrxR1 inh: rat TrxR1 inhibition; O89049; recombinant rTrxR1, NADPH fluorescence consumption, selenite substrate; Potency, µM (series often up to 114 µM), inactives show at the highest dose activity change, negative = inhibition, hits mostly inhibitors; 390,000 compounds, 1% hits; further: potency means the concentration at half of the fitted maximal effect; on the % scale 0 is the no-effect control and ±100 the full control effect; nearly all actives have a fitted effect of over 65% in size
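Rat TrxR1 (90 nM in the dispensed reagent) was pre-reduced with 400 uM NADPH for 5 min at room temperature, then incubated with compound for 15 min. After 400 uM selenite was added, NADPH fluorescence (Ex 340/Em 450 nm) was followed for 8 min.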
TrxR1 substrate: rat thioredoxin reductase 1 substrate activity. purified TrxR1 substrate turnover, NADPH consumption readout. Potency, µM (series often up to 114 µM), without a hit: at the highest dose activity change, negative = substrate turnover. O89049. 390,000 compounds, 0.01% hits; further: potency means the concentration at half of the fitted maximal effect; on the % scale 0 is the no-effect control and ±100 the full control effect; nearly all actives have a fitted effect of over 50% in size
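Rat TrxR1, dispensed at 90 nM, was prereduced with 400 uM NADPH (final) for 5 min at ~22 deg C, then incubated with compound 15 min before 400 uM selenite. A first-read NADPH fluorescence drop versus no-compound background flagged substrates.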
TRHR enhancer: allosterically enhances the human TRH receptor; P34981; TRHR cells, fluo-8 calcium fluorescence, EC20 TRH enhancement; enhancement, % at 2 µM; 360,000 compounds, 0.66% hits; AID 493056; in the data active means enhancement above about 30%; further: 0% is about no effect
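Enhancer read-out: after compound pinning and an initial kinetic agonist-mode read, an EC20 of TRH (10 nM final) was injected and fluo-8 calcium signal (Ex 480/Em 530) followed at 1 s/cycle for 100 cycles in TRHR-expressing cells.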
USP1 inh: blocks the human USP1/UAF1 deubiquitinase complex | recombinant USP1/UAF1, Ub-Rhodamine cleavage fluorescence | Potency, µM (series often up to 57.1 µM), without a hit: at the top dose activity change, negative = inhibition, usual class: inhibitors | 390,000 compounds, 0.23% hits; further: potency means the concentration at half of the fitted maximal effect; on the % scale 0 is the no-effect control and ±100 the full control effect; nearly all actives have a fitted effect of over 60% in size; inactives centre near -12
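In this screen, compounds sit with the deubiquitinase complex (1nM) for 15 min at room temperature before Ub-Rho is added at 150nM final. Fluorescence rise is then followed for 6 reads every 60 seconds.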
Numbers without * were called inactive; u = inconclusive; x = no result given; [ ] = remark or other dose. Unless noted, the call rests on the fitted dose curve; in most records, active means well fitted inhibition curve with a large enough effect; inconclusive means small, poorly fitted or top-dose-only effect; inactive means no such curve, though single readings can be large or run the other way. Not all compounds are listed. The share of hits here may be higher or lower than overall.

item	canonical_smiles	TrxR1 substrate	USP1 inh	Pin1 inhibitor	D2 ag	TRHR enhancer	TrxR1 inh	IDH1 R132H inh	D2 antagonist	TRHR ag
1	COc1ccc(C(CNC(=O)c2cc(S(=O)(=O)NCc3ccco3)ccc2C)N(C)C)cc1 (stereo unspecified)	1%	-11%	-2%	x	x	8%	-4%	x	x
2	COc1ccc(C(=O)N/N=C2\CCS(=O)(=O)c3ccc(F)cc32)cc1OC	-6%	-29%	0%	1.3	-1	5%	3%	-4	0.7
3	CCC1Oc2ccc(C)cc2N(CC(=O)NCCN2CCCCCC2)C1=O (stereo unspecified)	9%	u	5%	0.1	-5	-1%	3%	15	-0.4
4	COc1ccc(OC)c(NC(=O)CSc2nnc(C3CCCCC3)n2N)c1	-3%[57.1 µM]	-5%	-11%	-0.3	-1	1%[57.1 µM]	7%	17	0.0
5	COc1ccc(S(=O)(=O)N2CCCC2C(=O)Nc2nccs2)cc1 (stereo unspecified)	-11%	-9%	1%	-1.7	1	-9%	1%	7	-0.2
6	CC(C)CN(CC(C)C)c1nn[nH]n1	-6%	-41%	5%	x	x	-10%	1%	x	x
7	O=S(=O)([N-]c1nc2ccccc2nc1-n1cc[n+](Cc2ccccc2)c1)c1ccccc1	37%	-4%	-5%	0.2	-1	14%	-4%	14	-0.1
8	COc1cc(C(=O)OCC(=O)Nc2ccc(C(C)=O)cc2)ccc1OCC(=O)N1CCOCC1	-4%	-12%	-3%	x	10	-10%	4%	x	-0.4
9	Cc1cc(NC(=O)C(C)C)ncc1NC(=O)c1ccco1	x	x	x	0.1	-1	x	x	10	-0.1
10	CN1CCc2nc(SCc3ccc(C(C)(C)C)cc3)c(C#N)cc2C1	4%	-26%	u	0.3	1	-6%	5%	-14	-0.2
11	COc1ccccc1N1CCN(S(=O)(=O)CCNC(=O)COc2ccc(F)cc2)CC1	-3%[57.1 µM]	-15%	0%	1.8	1	13%[57.1 µM]	-4%	x	-0.6
12	O=C(/C=C(\O)c1ccc(Cl)cc1)C(=O)NNC(=O)C(O)(c1ccccc1)c1ccccc1	-3%	-16%	15%	1.1	-2	-29%[57.1 µM]	-3%	7	0.6
13	COc1cccc(CNC(=O)C(=O)NCCC2CCCCN2S(=O)(=O)c2cccs2)c1 (stereo unspecified)	0%	-9%	11%	0.9	-8	10%	5%	3	0.7
14	CCOC(=O)c1c(NC(=O)COc2ccccc2Br)sc2c1CCCCC2	1%	12%	-5%	1.0	5	0%	0%	x	-0.1
15	Cn1c(SCC(=O)Nc2cc(=O)n(C)c(=O)n2C)nnc1C12CC3CC(CC(C3)C1)C2	x	x	x	0.5	-8	x	x	-7	-0.3
16	CN1C(=O)c2cccc3c(S(=O)(=O)Nc4ccccc4F)ccc1c23	-3%	-17%	-2%	-0.3	-1	21%	0%	-3	-1.1
17	Cc1nc(CC(C)C)cc(C(=O)N2CCCC(CNS(=O)(=O)c3cccs3)C2)n1 (stereo unspecified)	0%	-3%	1%	0.3	-2	19%	4%	15	0.5
18	CCOc1ccc(CNC(=O)CCCc2cn(C)c3ccccc23)cc1	-15%[57.1 µM]	-22%	-1%	-1.8	-12	23%[57.1 µM]	4%	4	0.0
19	CCCCOC(=O)Cn1c(=O)n(CC(=O)OCCCC)c2ccccc21	-3%[57.1 µM]	-13%	1%	-1.4	-1	11%[57.1 µM]	6%	5	-0.5
20	CC1(C)NC(=O)N(CC(O)Cn2c3ccccc3c3ccccc32)C1=O (stereo unspecified)	2%	-6%	-4%	x	0	16%	2%	x	0.6
21	COc1ccc(C2CC3CC(c4ccccc4)N2O3)cc1 (stereo unspecified)	6%	-10%	-7%	0.4	0	14%	4%	-8	-0.2
22	Cn1c(SCC2CCCCC2)nnc1-c1ccncc1	4%[57.1 µM]	-3%	-3%	0.0	-3	30%[57.1 µM]	0%	0	-1.1
23	COc1ccc(-c2noc(CCC(=O)NCCCN3CCN(c4ccc(F)cc4)CC3)n2)cc1	3%	-6%	1%	0.9	-4	25%	16%	95*	-0.5
24	CN(C)c1ccc(/C=N/NC(=O)c2ccc(-n3cnnn3)cc2)cc1	-7%	-14%	-18%	0.4	0	-9%	8%	-10	-0.1
25	COc1cc2nc(CN3CCC(Cc4ccccc4)CC3)[nH]c(=O)c2cc1OC	-5%	-2%	-4%	0.5	4	11%[57.1 µM]	-3%	-18	0.1
26	CCCNC(=O)c1ccc2c(=O)c(O)c(C)[nH]c2c1	8%	-22%	-7%	-0.1	-1	10%	-2%[38.3 µM]	19	0.3
27	Nc1nc(Cl)cc(Oc2ccc([N+](=O)[O-])cc2)n1	-3%	-19%	-3%	-0.4	0	9%	4%	-7	-1.3
28	CCOC(=O)N1CCC(NC(=O)C2=CCN(S(=O)(=O)c3ccc(F)cc3)CC2)CC1	-1%	-12%	3%	0.0	-6	18%	6%	-7	-0.1
29	CCN(Cc1cccs1)C(=O)CN1CCN(S(=O)(=O)c2ccc3c(c2)OCCCO3)CC1	-1%	2%	-1%	0.4	-5	-1%	0%	4	0.6
30	C=CCN(CC=C)C(=O)CN1C(=O)c2ccccc2C1=O	4%	7%	-19%	-0.5	15	23%	0%	-21	0.0
31	CC1CC(C)(C)NC(=S)N1CCCC(=O)Nc1ccc(F)c(F)c1 (stereo unspecified)	0%	-5%	1%	3.6	1	0%	-2%	-24	-0.1
32	COc1cccc(NC(=O)c2cc(CN3C(=O)c4ccccc4C3=O)ccc2OC)c1	-1%	u	-1%	-1.2	-3	4%	2%	6	0.6
33	CCOC(=O)CCCCCCCCC(=O)Nc1ccc(-n2[nH]c(=O)cc2C)cc1	13%[57.1 µM]	-5%	-8%	x	x	32%[57.1 µM]	6%	x	x
34	CCn1c(NC(=O)C(C)C)c(-c2ccccc2)c(=O)c2ccccc21	-1%	-20%	0%	0.3	-4	8%	4%	1	-0.5
35	COc1ccc(/C=C/C(=O)N(CCC(N)=O)c2ccccc2)cc1S(=O)(=O)N1CCOCC1	3%[57.1 µM]	-20%	5%	0.4	-4	4%[57.1 µM]	3%	5	0.3
36	C=CCn1c(O)c(N=NC(=O)CNC(=O)Cc2ccccc2)c2ccccc21	-13%	-26%	-1%	0.1	9	-17%	12%	1	-0.8
37	CC(C)(C)NC(=O)Cn1c(SCC(=O)Nc2nccs2)nc2ccccc21	12%	-12%	8%	0.6	-7	25%	9%	-1	0.2
38	COc1ccc(-c2csc3ncnc(N4CCN(CCO)CC4)c23)cc1	-1%[57.1 µM]	-14%	16%	-0.1	7	-1%[57.1 µM]	5%	-7	-0.1
39	Cc1nc2ccccc2c(=O)n1/N=C/c1ccc(C(C)C)cc1	0%	-9%	11%	0.6	-3	8%	0%	-17	-0.4
40	CC(=O)c1cccc(NC(=O)CCOc2ccccc2)c1	-3%[57.1 µM]	-17%	-2%	0.7	-12	11%[57.1 µM]	13%	-3	-0.2
41	COc1ccc(OC)c(C(C)NC(=O)Nc2ccccc2)c1 (stereo unspecified)	-4%	-11%	-11%	-0.9	4	19%	9%	12	-0.3
42	CN(C)NC(=S)NC(=O)C12CC3CC(CC(C3)C1)C2	3%[57.1 µM]	3%	-3%	-0.5	-7	12%[57.1 µM]	31%[activator]	-3	-0.3
43	CC(=O)OC1CCC2(C)C3=CCC4(C)C(C(C)=O)=CCC4C3CCC2C1 (stereo unspecified)	-8%	-5%	3%	x	x	-11%	0%	x	x
44	O=C(O)c1ccccc1NSc1ccccc1[N+](=O)[O-]	4%[57.1 µM]	-14%	-9%	1.8	2	7%[57.1 µM]	-1%	22	-0.1
45	COc1cc(CNCc2cccnc2)ccc1OCC(=O)NC1CCCCC1	9%[57.1 µM]	-2%	0%	0.0	1	13%[57.1 µM]	5%	13	0.5
46	CSc1nc2ccc(NC(=O)C3=NNC(=O)CC3)cc2s1	-2%	-26%	2%	20	3	-3%	-1%	11	0.0
47	COc1ccc(OC(=O)COc2cccc(C)c2)cc1	5%	-16%	-7%	-0.1	1	28%	2%	9	0.2
48	O=c1c(S(=O)(=O)c2cccc(Cl)c2)cn(Cc2ccccc2)c2cc(N3CCCCC3)c(F)cc12	7%	u	-4%	x	8	20%	-8%	x	0.5
49	COc1ccc(-n2cnnc2SC(C)c2nc3sc(C)c(C)c3c(=O)[nH]2)cc1 (stereo unspecified)	x	x	x	0.8	3	x	x	1	0.7
50	O=C(COC(=O)CCC(=O)c1cccs1)Nc1ccc(Cl)cn1	7%	-9%	2%	1.5	21	44%[activator]	5%	-14	-0.5
51	O=c1c2ccccc2n(CC(O)CN2CCCCC2)c2ccccc12 (stereo unspecified)	200%[activator][57.1 µM]	2%	-1%	0.2	0	10%[57.1 µM]	9%	-1	0.3

Entries from the list above with a nitro group on carbon, in the order listed:
item	canonical_smiles	TrxR1 substrate	USP1 inh	Pin1 inhibitor	D2 ag	TRHR enhancer	TrxR1 inh	IDH1 R132H inh	D2 antagonist	TRHR ag
27	Nc1nc(Cl)cc(Oc2ccc([N+](=O)[O-])cc2)n1	-3%	-19%	-3%	-0.4	0	9%	4%	-7	-1.3
44	O=C(O)c1ccccc1NSc1ccccc1[N+](=O)[O-]	4%[57.1 µM]	-14%	-9%	1.8	2	7%[57.1 µM]	-1%	22	-0.1
